# High-throughput results as filed in PubChem.
# S aureus QS inh: blocks AIP-induced quorum sensing reporter in S. aureus. 24,000 tested, 0.3% active. AID 527. inhibition, % at 2 µM. S. aureus RN6390 RNAIII-GFP reporter, flow cytometry 3 h;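 active = share of bacteria positive for the green fluorescent reporter and its mean brightness both inhibited by 50% or more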;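 also: 0% = AIP-stimulated control and 100% = unstimulated bacteria without AIP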
# S aureus QS inh GFP MFI %: also measured in S aureus QS inh; calls as there; inhibition, %; measured here: inhibition of GFP MFI
# Active calls of the source: *. An excerpt. The share of hits here may be higher or lower than overall.
S aureus QS inh	S aureus QS inh GFP MFI %	SMILES
1	13	COc1ccc(C2c3c(oc4ccccc4c3=O)C(=O)N2c2ccc(C)cn2)cc1OC (stereo unspecified)
1	4	CCN(CCNC(=O)CC1Oc2ccccc2NC1=O)c1ccccc1 (stereo unspecified)
0	1	COc1ccc(CCNC(=O)Cn2cnc3c(nnn3Cc3ccccc3F)c2=O)cc1OC
2	31	CCOC(=O)C1CCCCN1C(=O)CCc1c(C)nc2cc(-c3ccccc3)nn2c1C (stereo unspecified)
-2	-9	Cc1nc2ccccn2c1/C(O)=C1\C(=O)C(=O)N(CCCN(C)C)C1c1ccc(Cl)cc1 (stereo unspecified)
2	12	O=C(c1ccc2c(c1)[nH]c(=S)n1c3ccccc3nc21)N1CCN(c2ncccn2)CC1
-1	0	O=C(O)CSCc1cnn(-c2ccccc2)c1-n1cccc1
-1	-30	COc1cccc(NC(=O)CN(c2ccc(C)cc2)S(=O)(=O)c2c(C)nn(C)c2C)c1
0	-8	O=P(O)(O)C(O)C(F)(F)C(F)(F)C(F)(F)C(F)F (stereo unspecified)
-1	-30	COC(=O)c1ccnc(/C=N/O)c1
0	1	COc1ccc(S(=O)(=O)NC(C)C(=O)Nc2cccc(C(C)=O)c2)cc1 (stereo unspecified)
3	18	O=C(CNC(=O)c1cccs1)NCCN1CCN(Cc2ccccc2)CC1
-1	14	S=C1SCN(CCN2CCOCC2)CN1Cc1ccccc1
-1	2	C[C@H](NC(=O)Nc1ccccc1F)C(=O)O
0	8	CCCc1cc(=O)oc2cc(C)cc(OC(=O)c3ccco3)c12
-3	8	O=C(CSc1nc2ccccc2c(=O)n1CCC(=O)N1CCCCC1)NCc1ccccc1
5	11	COc1cccc(NC(=O)c2nc3nc(C)cc(C(F)F)n3n2)c1
1	-8	CCN1CCN(C(=O)C(NS(=O)(=O)c2ccc3nc(C)sc3c2)C(C)C)CC1 (stereo unspecified)
-3	-11	CCc1nnc(NC(=O)c2ccc(S(=O)(=O)N(CCOC)CCOC)cc2)o1
-5	-10	CC(C)(C)n1ncc2c(=O)n(CC(=O)N3CCCc4ccccc43)cnc21
3	8	CCOC(=O)C1CCCN(C(=O)c2ccc3c(c2)NC(=O)C(N2CCOCC2)S3)C1 (stereo unspecified)
0	-2	O=C(CSc1nnc(-c2ccncc2)o1)Oc1ccccc1
6	2	CCOC(=O)c1cnc(-n2nc(C)cc2C)nc1NC(C)c1ccccc1 (stereo unspecified)
2	7	CC1CCN(C(=O)CN2C(=O)C(=O)c3ccccc32)CC1
5	18	CC(NC(=O)c1cc(-c2cccs2)on1)c1ccccc1 (stereo unspecified)
3	9	CCCc1nc2ccccc2c(=O)n1NC(=O)c1c(O)c2cccc3c2n(c1=O)CCC3
-4	-8	Cc1[nH]nc2c1C(c1ccccc1F)NC2=O (stereo unspecified)
-4	-13	COCc1nnc(NC(=O)c2ccc(S(=O)(=O)N(C)C3CCCCC3)cc2)o1
-5	-16	CCCCOc1ccc(-c2nnn(C(C)(C)C(=O)OC)n2)cc1
3	13	CCOc1ccccc1C1N(c2ccc(F)cc2)C(=O)C2CCCN21 (stereo unspecified)
4	12	Cc1ccccc1Cc1c(C)nc2c(C(=O)N3CCN(Cc4ccc5c(c4)OCO5)CC3)cnn2c1C
-1	-3	O=C(Cn1cnc2c(oc3ccccc32)c1=O)NCc1ccco1
-3	-12	CC1CCc2c(sc(NC(=O)COC(=O)c3ccccc3NCc3ccco3)c2C#N)C1 (stereo unspecified)
-2	0	CCOc1cc(C2CC(=O)NC3=C2C(=O)C(C(=O)OC)C(C)C3)cc(Br)c1O (stereo unspecified)
-2	-1	COc1cccc(CNC(=O)C2CCCN(c3nn4c(=O)cc(C)nc4s3)C2)c1 (stereo unspecified)
-4	-12	CCOC(=O)N1CCN(CC(O)COc2ccccc2C(C)CC)CC1 (stereo unspecified)
-1	25	Cc1ccccc1Cc1c(C)nc2ncnn2c1C
10	23	CCOCCCNC(=O)C(c1ccc(Cl)cc1)N1CCC2(CC1)OCCO2 (stereo unspecified)
0	5	COc1ccc(NC(=O)Nc2cc(C)ccc2OC)cc1
5	12	COC(=O)c1ccc(NC(=O)CCc2c(C)nc3ncnn3c2C)cc1
-4	-9	N#CC1=C2SCN(c3ccccc3)CN2C(=O)CC1c1ccccc1Cl (stereo unspecified)
0	1	Cn1c(=O)oc2cc(S(=O)(=O)N3CCCC(C(=O)Nc4ccc5c(c4)OCCO5)C3)ccc21 (stereo unspecified)
-1	5	CC1CC(C)CN(C(=O)c2cn(C)c3ccc(S(=O)(=O)N(C)C)cc3c2=O)C1 (stereo unspecified)
-3	-19	Cn1c(C(=O)N2CCN(c3ccccc3F)CC2)cc2c(=O)n(C)c3ccccc3c21
3	32	COc1ccc2cc(C(=O)NCc3ccco3)c(=Nc3ccc(C(=O)O)cc3)oc2c1
-4	-17	CCCC(=O)Nc1cc(-c2cn3cccnc3n2)ccc1OC
0	6	CC(OC(=O)C1CC=CCC1C(N)=O)C(Cl)=C(Cl)Cl (stereo unspecified)
-6	-7	O=C(NCCN1CCCC1)c1cc(-c2ccncc2)nc2ccc(S(=O)(=O)N3CCOCC3)cc12
2	7	C=CCN1C(=O)CSc2ccc(C(=O)OCC)cc21
10	26	COC(=O)CN1C(=O)C(O)(CC(=O)c2cccc(Br)c2)c2ccccc21 (stereo unspecified)
-4	-18	O=C1CC(c2ccc3c(c2)OCO3)c2cc3c(cc2N1)OCO3 (stereo unspecified)
3	13	COc1ccc(-c2cc3c(=O)n(CC(=O)NC4CCN(Cc5ccccc5)CC4)ncn3n2)cc1
-4	-18	CC1(C)N=C(c2cccc(F)c2)C(=O)N1
66*	59*	CCCn1c(=S)[nH]c2cc(C(=O)N3CCN(c4ccccc4OC)CC3)ccc2c1=O
-5	-21	CCN1C(=O)CC(N2CCN(c3ccc(C(=O)c4ccccc4)cc3)CC2)C1=O (stereo unspecified)
0	15	CCc1c(C(=O)NCCc2ccc(OC)c(OC)c2)[nH]c(C)c1C(C)=O
12	32	C=CCn1c(SCn2nnc3ccccc3c2=O)nnc1-c1ccc(Br)cc1
-5	-13	CN(C)S(=O)(=O)Nc1ccc(Br)cc1F
0	4	O=C(CCS(=O)(=O)c1cccc2nsnc12)N1CCN(C(=O)c2ccco2)CC1
-10	-17	COc1cccc(C2C=C(c3cccs3)Nc3ncnn32)c1OC (stereo unspecified)

# The list goes on:
S aureus QS inh	S aureus QS inh GFP MFI %	SMILES
-2	-40	O=C1CC(c2ccccc2)CN1S(=O)(=O)c1ccccc1 (stereo unspecified)
-2	-7	CCOC(=O)C1CCCN(Cc2nc(N)nc(Nc3ccccc3OC)n2)C1 (stereo unspecified)
6	23	CCOc1ccc(-n2c(SC(C)C(=O)OC)nc3c(c2=O)SCC3)cc1 (stereo unspecified)
0	3	O=C1CC(c2ccc(S(=O)(=O)N3CCN(c4ccccc4)CC3)cc2)CN1 (stereo unspecified)
0	-28	CCOC(=O)/C=C1\NC(C)(C)Cc2cc(OC)c(O)cc21
0	0	COc1cc(NC(=O)C2C3C=CC(C3)C2C(=O)O)c(OC)cc1Cl (stereo unspecified)
4	10	Cc1ccc2[nH]c(=O)c3cc(C(=O)N(C)Cc4ccco4)sc3c2c1
-4	-10	Cc1ccc(S(=O)(=O)n2nc(C)c(Br)c2C)c(C)c1C
18	34	COc1ccc(OC)c(NC(=O)CSCc2cnn(-c3ccccc3)c2-n2cccc2)c1
-1	1	CCOC(=O)C1=C(C)NC(=O)C(C#N)C1c1ccco1 (stereo unspecified)
0	-5	C=CCN1C(=O)CS/C1=N/c1nccs1
0	0	Cc1cc(O)c(NC(=O)c2ccc(Br)o2)cc1C
-3	-3	COC(=O)Nc1ccc(S(=O)(=O)N(CCO)CC(F)(F)C(F)F)cc1
-7	-31	COc1ccc(CN2CCN(C(=O)c3cccs3)CC2)cc1
1	3	Cc1cccc(CC(=O)Nc2c3c(nn2-c2cccc(Cl)c2)CS(=O)C3)c1 (stereo unspecified)
-1	0	Cc1nc(C)c(C(=O)OCC(=O)N2CCN(c3ccccc3)CC2)s1
0	-5	COc1ccc(-c2noc(-c3ccccc3F)n2)cc1
-2	-4	O=C(c1ccccc1S(=O)(=O)NCc1ccccc1)N1CCCCC1
0	5	O=C(NC1CCCCCC1)C1CCCN(S(=O)(=O)c2cccs2)C1 (stereo unspecified)
-2	-5	Cn1c(=O)cc(OCCCC(=O)N2CCCCC2)c2ccccc21
-4	-8	O=C(c1cccc(F)c1)N1C2C=CC(C2)C1(C(F)(F)F)C(F)(F)F (stereo unspecified)
-4	-15	Cc1ccccc1CN1CCCNC1=O
10	30	COc1ccc(-n2c(CNC(=O)c3cc(OC)c(OC)c(OC)c3)n[nH]c2=S)cc1
-2	-11	Cc1nonc1NC(=O)OC1CCCCC1
-1	0	O=C(CCCn1c(=O)[nH]c2ccccc2c1=O)NC1CCCCCC1
2	5	O=C(NCc1cccs1)C1CCC(CNS(=O)(=O)c2cccs2)CC1 (stereo unspecified)
0	0	O=C(Cn1cnc2c(cnn2-c2ccc(F)cc2)c1=O)N1CCCc2ccccc21
-1	-6	COc1ccc(C(=O)CSc2nc(C)cc(=O)[nH]2)cc1
-2	-20	CCOC(=O)c1[nH]c(C)c(C(=O)Nc2ccc(C)c(F)c2)c1C
0	1	CN(C)CCNc1oc(-c2ccccc2F)nc1C#N
3	8	O=C(NCc1ccc(F)cc1)C1CCCN(S(=O)(=O)c2cccnc2)C1 (stereo unspecified)
-8	-7	CCOc1ccc2nnnn2n1
-5	-13	CCCOc1ccc(C2C(=O)N(C3CCCCC3)CC(=O)N2C2CC2)cc1OC (stereo unspecified)
-1	0	COC(=O)C(C)Sc1ccc2nnc(-c3ccc(F)cc3)n2n1 (stereo unspecified)
41	58	CCCn1c(=S)[nH]c2cc(C(=O)N3CCCC(C(=O)OCC)C3)ccc2c1=O (stereo unspecified)
14	32	CCC1CCCCN1c1nc(-c2ccncc2)nc2ccccc12 (stereo unspecified)
-4	-5	O=C(NCc1ccco1)C1CCN(S(=O)(=O)c2cccc3cccnc23)CC1
0	5	Clc1ccccc1-c1nnc2sc(-c3ccccn3)nn12
0	-2	Cc1cccc(N2CCN(Cc3c(C)n(C)n(-c4ccccc4)c3=O)CC2)c1C
2	10	O=C1NC2(CCCCC2)N=C1c1ccccc1
-1	-25	COc1ccc(CN2CC(C(=O)N3CCOCC3)CC2=O)cc1 (stereo unspecified)
1	-1	COc1cccc(C2C(C#N)=C(N)OC3=C2C(=O)CCC3)c1OC(=O)c1ccco1 (stereo unspecified)
-1	-19	O=C1CC(N2CCN(c3cccc(C(F)(F)F)c3)CC2)C(=O)N1c1ccc(F)cc1 (stereo unspecified)
5	2	Cc1nc2ncnn2c(C)c1CCC(=O)NCCCN1CCN(c2cccc(Cl)c2)CC1
-1	0	Nc1nc(C(=O)N2CCOCC2)nn1C(=O)c1ccc(Cl)cc1
-8	-28	Cc1noc(C)c1S(=O)(=O)N1CCCC(C(=O)NCCc2ccccc2)C1 (stereo unspecified)
-4	-1	CCn1c(C(Cc2ccccc2)NC(=O)COC)nc2ccccc21 (stereo unspecified)
2	-7	COCCCNC(=O)CC(NS(=O)(=O)c1ccc(OC)cc1)c1ccc(OC)cc1 (stereo unspecified)
2	15	CCc1cc2c(=O)c(-c3nc4ccccc4[nH]3)coc2cc1OC(=O)N1CCOCC1
0	1	Cc1cccc(NC(=O)c2ccc3ccccc3n2)n1
-4	-9	Cc1ccc(N2CCN(C(=O)CN3C(=O)c4ccccc4C3=O)CC2)cc1
0	-2	C#CC(CO)N(CCN(Cc1ccccc1)C(C#C)CO)Cc1ccccc1 (stereo unspecified)
-1	-8	O=C(CS(=O)(=O)c1cn(Cc2ccc(Cl)cc2)c2ccccc12)N1CCOCC1
0	-2	NC(=O)CSc1oc(-c2ccc(F)cc2)nc1S(=O)(=O)c1ccccc1
-1	-6	Cc1cc(-c2ccccc2N)n[nH]1
-4	-9	O=C(Nc1ccc2c(c1)nc1n2CCSC1)c1ccccc1
5	9	O=c1cc(CSc2nnc(-c3ccccc3)o2)c2ccccc2[nH]1
-1	-6	CCSC1=C(C#N)C(c2cccc(OC)c2)CC(=O)N1 (stereo unspecified)
4	13	Cc1noc(/C=C/N(C)C)c1S(=O)(=O)N1CCCC(C(=O)N2CCCCC2)C1 (stereo unspecified)

# Gathered by group: the entries above containing an NH in an aromatic ring (13)
S aureus QS inh	S aureus QS inh GFP MFI %	SMILES
2	12	O=C(c1ccc2c(c1)[nH]c(=S)n1c3ccccc3nc21)N1CCN(c2ncccn2)CC1
-4	-8	Cc1[nH]nc2c1C(c1ccccc1F)NC2=O (stereo unspecified)
66*	59*	CCCn1c(=S)[nH]c2cc(C(=O)N3CCN(c4ccccc4OC)CC3)ccc2c1=O
0	15	CCc1c(C(=O)NCCc2ccc(OC)c(OC)c2)[nH]c(C)c1C(C)=O
4	10	Cc1ccc2[nH]c(=O)c3cc(C(=O)N(C)Cc4ccco4)sc3c2c1
10	30	COc1ccc(-n2c(CNC(=O)c3cc(OC)c(OC)c(OC)c3)n[nH]c2=S)cc1
-1	0	O=C(CCCn1c(=O)[nH]c2ccccc2c1=O)NC1CCCCCC1
-1	-6	COc1ccc(C(=O)CSc2nc(C)cc(=O)[nH]2)cc1
-2	-20	CCOC(=O)c1[nH]c(C)c(C(=O)Nc2ccc(C)c(F)c2)c1C
41	58	CCCn1c(=S)[nH]c2cc(C(=O)N3CCCC(C(=O)OCC)C3)ccc2c1=O (stereo unspecified)
2	15	CCc1cc2c(=O)c(-c3nc4ccccc4[nH]3)coc2cc1OC(=O)N1CCOCC1
-1	-6	Cc1cc(-c2ccccc2N)n[nH]1
5	9	O=c1cc(CSc2nnc(-c3ccccc3)o2)c2ccccc2[nH]1
